NR2E3 ag-1: NR2E3 agonists in two-hybrid cells, primary screen, cell-based, luminescence, CHO-S, Gal4-NCOR/VP16-NR2E3 | luciferase | AID 602229, 2012 | inhibition of corepressor binding, % at 3.98 µM | 0.35% of 360,000 active;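 active means inhibition above the mean of all tested compounds plus 3 SD, cut at about 70% in these data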;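 further: 0% = DMSO with NR2E3 transfected cells and 100% = cells lacking NR2E3 construct; higher means lower luciferase signal from less NR2E3 corepressor binding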
Target sequence (Q9Y5X4 whole entry, looked up, the tested form may be a part): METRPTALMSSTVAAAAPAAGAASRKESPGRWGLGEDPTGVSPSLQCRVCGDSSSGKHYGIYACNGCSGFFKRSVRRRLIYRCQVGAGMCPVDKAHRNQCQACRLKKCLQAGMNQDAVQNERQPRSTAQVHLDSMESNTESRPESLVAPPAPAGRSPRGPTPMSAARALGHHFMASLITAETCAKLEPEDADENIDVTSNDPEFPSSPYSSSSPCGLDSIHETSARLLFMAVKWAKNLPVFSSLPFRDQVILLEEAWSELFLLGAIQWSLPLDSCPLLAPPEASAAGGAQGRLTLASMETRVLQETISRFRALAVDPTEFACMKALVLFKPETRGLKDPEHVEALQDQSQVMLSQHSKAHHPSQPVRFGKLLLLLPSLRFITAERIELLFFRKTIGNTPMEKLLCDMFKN
Peg3 promoter: Peg3 promoter-driven luciferase inhibitors, primary screen, cell-based, HeLa, luciferase luminescence; HeLa PEG-Prom luciferase reporter, overnight; AID 588405, 2011; 1.7% of 360,000 active; inhibition, % at 20 µM;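 active means inhibition of at least 50% at 20 µM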
HIF-2a block: HIF-2a reporter inhibitors, primary screen, luminescence, 786-0 RCC cells. 786-0 RCC cells HIF-2a reporter, luciferase luminescence, overnight. inhibition, % at 18.8 µM. 0.72% of 360,000 active;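 active means inhibition of the luminescence signal of 40% or more relative to plate controls, in a single-dose primary screen at 18.75 µM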
KKLEB tox: cytotoxicity in KKLEB CF airway cells, primary screen, cytotoxicity control for CF NF-kB inhibitor project, cell-based, uHTS, fluorescence assay plates. KKLEB CF airway cells viability, ATPlite luminescence, overnight; hits give low values; cells stimulated with P. aeruginosa culture filtrate. activity change (cytotoxicity), % at 5 µM. 0.36% of 360,000 active;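 active means corrected activity change at or below -50% at 5 µM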
Shn3 3UTR inh: reduction of Shn3 3'UTR firefly luciferase signal, primary screen, Schnurri-3 inhibitor project, cell-based, Clone20 osteoblasts, set 2. Clone20 osteoblast Shn3 3'UTR firefly luciferase, 24 h. inhibition, % at 12.5 µM. 0.52% of 360,000 active;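 active means mean inhibition of at least 75% with every replicate also reaching 75%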;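 further: 0% = median of neutral control wells and 100% = pilot-screen positive control compound; some compounds past the cut are filed as inactive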
TRPM1 prom inh: inhibitors of MITF-dependent TRPM1 promoter reporter, primary screen, cell-based, SK-MEL-5, single point, luciferase; AID 488899, 2010; SK-MEL-5 TRPM1 promoter luciferase, 24 h; inhibition, % at 12.5 µM; 0.83% of 330,000 active;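 active means mean inhibition across replicates of 60% or more, whatever share of single replicates reaches that level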; further: values of inactives mirror those of a sister screen read the other way
NR2E3 ag-2: inhibitors of NR2E3-RetCOR corepressor binding, primary screen, NR2E3 agonist project, biochemical, TR-FRET, GST-NR2E3, biotin-RetCOR. inhibition of corepressor binding, % at 4.78 µM. 1536-well. Photoreceptor-specific nuclear receptor (Homo sapiens), Q9Y5X4. AID 2300, 2010. 0.12% of 320,000 active;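 active means percent inhibition above the cutoff of mean plus 3 SD of all tested compounds, set per screening campaign, cut at about 20% in these data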;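 further: 0% = DMSO wells and 100% = biotin wells as full block of FRET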
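Material: NR2E3–RetCOR corepressor complex / Incubation: Compound–protein incubation for 5 h at 4 °C / Dosing: compound at 4.8 µM, single dose / Detection: time-resolved FRET / Benchmarks: high control biotin, low control 0.6% DMSO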
hiPSC survival: enhancers of single-cell hiPSC survival, primary screen, ATPlite luminescence; 100% = ROCK inhibitor wells, 0% = DMSO; survival enhancement, % at 20 µM; 0.044% of 360,000 active; AID 602274, 2012; in the data active means survival enhancement above about 18%;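 further: cells exposed to compounds for 16 hours before the ATP read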
aDG glyco up: activators of alpha-DG glycosylation, primary screen, uHTS, Pro5-aDG cells, AlphaScreen | alpha-DG glycosylation AlphaScreen (IIH6); 0% Pro5, 100% B10-LARGE cell signal | activation, % at 10 µM | 0.22% of 360,000 active;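 active means activation of at least 8% versus controls, or a plate z-score of at least 8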;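 further: Pro5 are CHO cells carrying HIG-tagged alpha-DG that lacks glycosylation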
CF NFkB block: inhibitors of PAF-induced NF-kB signaling, primary screen, cell-based, GFP fluorescence, uHTS; AID 588850, 2011; inhibition, % at 5 µM; KKLEB NF-kB-GFP reporter, GFP fluorescence overnight; 0.86% of 360,000 active;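 active means at least 50% inhibition at 5 µM, scaled per plate between neutral and stimulator controls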;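 further: PAF is a Pseudomonas aeruginosa culture filtrate used as stimulus; plate controls were PAF-stimulated DMSO wells for no effect and unstimulated DMSO wells for full effect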
TWEAK-Fn14 inh: inhibitors of TWEAK-Fn14 signaling, primary screen, luciferase reporter cells, uHTS | TWEAK-stimulated Fn14 reporter cells, luciferase luminescence, 8 h | inhibition, % at 10 µM | 2% of 360,000 active | AID 1159606, 2016; in the data active means inhibition above about 50%
Active calls of the source: *; . = not tested or not shown.

SMILES	NR2E3 ag-1	Peg3 promoter	HIF-2a block	KKLEB tox	Shn3 3UTR inh	TRPM1 prom inh	NR2E3 ag-2	hiPSC survival	aDG glyco up	CF NFkB block	TWEAK-Fn14 inh
COc1ccccc1-c1nc(-c2ccc(Br)o2)no1	-182	-307	-130	10	-19	.	-2	-1.3	0.3	-28	5
CCN(CC)Cc1ccccc1CNC(=O)c1cccc(S(=O)(=O)Nc2ccc3c(c2)OCO3)c1	-4	-18	-24	-18	-1	-44	2	0.2	0.1	29	-20
Cc1ccc(S(=O)(=O)NCc2ccccc2)cc1C(=O)NC1CCC(C)CC1 (stereo not drawn)	-28	-248	-195	12	-91	-77	6	-0.3	0.4	0	-24
Cc1nnc(SC(C)C)n(N)c1=O	-10	2	18	-5	-6	5	0	-0.3	0.0	-13	4
O=C(/C=C/c1ccco1)Nc1cccnc1	-16	-105	-120	2	-11	-41	4	2.1	-0.4	-1	-6
CC(C)C1C(=O)N(Cc2cn(CCC3OCCCO3)nn2)CCS(=O)(=O)N1Cc1ccc(-c2cccc(N(C)C)c2)cc1 (stereo not drawn)	-27	0	3	4	-15	.	.	-0.2	-0.1	-30	-13
CCCC(=O)OCCNC(=O)c1cc2ccccc2oc1=O	20	-9	-13	5	-14	5	2	-1.6	-0.1	-3	-16
CC(Sc1nc2sccc2c(=O)n1-c1ccccc1)C(N)=O (stereo not drawn)	1	6	10	21	18	11	-2	-0.6	-0.1	-16	-7
COc1ccc(CCC(=O)Nc2ccc(Cl)c(S(=O)(=O)N3CCOCC3)c2)cc1OC	5	8	8	1	37	6	.	-0.1	0.2	4	20
COc1cccc(C2(CSc3nnc(-c4cc(OC)c(OC)c(OC)c4)o3)OCCO2)c1	-32	9	4	-7	14	8	1	-0.4	0.3	-5	-5
Cc1ccccc1C(=O)NCCCCc1ccccc1	0	-26	-14	-26	13	-3	1	-1.7	0.0	4	-2
CCN1C(=O)[C@H]2[C@H]3CN=C(SCc4ccc(C#N)cc4)N3[C@@](Cc3ccccc3)(C(=O)OC)[C@H]2C1=O	-7	-1	2	6	-30	-16	.	7.3	-0.3	-3	5
CC(C)N=C(NC#N)SCc1ccc(Br)cc1	7	-5	-26	-2	-9	1	3	3.2	0.0	7	-9
CCCCC1C2C(=O)N(c3ccccc3)C(=O)C2ON1c1ccccc1 (stereo not drawn)	-32	-11	17	2	11	9	3	-1.0	0.0	6	-1
CCn1c(C)nc2cc(C(=O)N/N=C/c3ccc(N4CCOCC4)cc3)ccc21	-20	-11	-8	16	12	-17	5	3.5	0.1	-24	-8

Gathered by group: the entries above with an aryl methoxy group
SMILES	NR2E3 ag-1	Peg3 promoter	HIF-2a block	KKLEB tox	Shn3 3UTR inh	TRPM1 prom inh	NR2E3 ag-2	hiPSC survival	aDG glyco up	CF NFkB block	TWEAK-Fn14 inh
COc1ccccc1-c1nc(-c2ccc(Br)o2)no1	-182	-307	-130	10	-19	.	-2	-1.3	0.3	-28	5
COc1ccc(CCC(=O)Nc2ccc(Cl)c(S(=O)(=O)N3CCOCC3)c2)cc1OC	5	8	8	1	37	6	.	-0.1	0.2	4	20
COc1cccc(C2(CSc3nnc(-c4cc(OC)c(OC)c(OC)c4)o3)OCCO2)c1	-32	9	4	-7	14	8	1	-0.4	0.3	-5	-5

Following part
SMILES	NR2E3 ag-1	Peg3 promoter	HIF-2a block	KKLEB tox	Shn3 3UTR inh	TRPM1 prom inh	NR2E3 ag-2	hiPSC survival	aDG glyco up	CF NFkB block	TWEAK-Fn14 inh
Cc1c(NC(=O)N2CCCCCC2)c(=O)n(-c2ccccc2)n1C	1	-2	5	-7	-4	1	0	0.3	-0.3	9	3
COCCC(=O)N1CCC(Oc2ccc(C(=O)N3CCC(N(C)C)C3)cc2)CC1 (stereo not drawn)	-10	-19	-2	1	-19	0	-1	-0.4	0.2	6	-8
COc1ccc(CC(=O)Nc2c(C(N)=O)oc3ccccc23)cc1	-16	9	4	-4	-3	6	2	0.8	-0.1	10	10
Cc1cc2ccccn2c1C(=O)c1ccc(F)cc1	-12	-8	-43	3	-11	-14	1	-0.2	0.0	-14	47
O=C1c2ccccc2C(c2nnnn2-c2ccc3c(c2)OCCO3)N1Cc1ccccc1 (stereo not drawn)	-1	.	2	.	.	.	.	-1.0	-0.2	.	14
O=C(Cc1cccc(NC(=O)C2CCCN(C(=O)C3CCC3)C2)c1)Nc1cccc(C(=O)N2CCOCC2)c1 (stereo not drawn)	5	-2	-3	8	0	-1	.	1.9	0.4	-1	-20
C=CCn1c(SCC(=O)N(C)C2CCS(=O)(=O)C2)nc2ccccc2c1=O (stereo not drawn)	5	17	15	4	-1	7	-3	-0.1	0.0	-9	-7
CC1CC(C)CN(C(=O)CSc2nnc(CSc3ncccn3)n2C)C1 (stereo not drawn)	6	7	17	11	10	4	1	2.9	-0.3	-16	4
Cc1cc(C)c(NC(=O)c2cc3c(nc4sccn43)s2)c(C)c1	-5	4	-2	-5	6	6	2	-1.2	-0.1	8	8
Cc1c(Br)ccc(NC(=O)Cn2nc(-c3cccs3)ccc2=O)c1C	18	1	4	5	-7	1	-49	-0.4	-0.1	-17	-10
Cc1ccc2nc(NC(=O)CN3CCOCC3)sc2c1	-66	-168	-148	-5	-34	-40	-3	-0.4	-0.2	3	1
Cc1nn(C(C)C(=O)NNC(=S)Nc2ccc(F)cc2)c(C)c1[N+](=O)[O-] (stereo not drawn)	-29	8	10	-4	-4	14	9	2.3	-0.1	17	-5
CC(=O)NC(Cc1c[nH]c2ccccc12)C(=O)OCC(=O)Nc1ccc2c(c1)OCO2 (stereo not drawn)	-11	9	16	-11	-13	9	2	-0.2	0.0	-1	-71
CC(O)[C@H]1CC[C@H]2[C@@H]3CC[C@H]4C[C@@H](O)CC[C@]4(C)[C@H]3/C(=N/O)C[C@]12C (stereo partly drawn)	2	13	3	11	-13	.	1	3.3	-0.1	3	3
CCn1c(SCC(=O)c2ccccc2)nnc1-c1cc2cc(Br)ccc2o1	-20	1	-28	-5	7	5	3	-1.3	0.6	11	25
CCOc1ccc(NS(=O)(=O)c2ccc(SC)cc2)cc1	35	12	-5	-4	16	-12	0	-0.3	-0.1	-2	81*
COc1ccc(N(C(C)C(=O)N2CCC(Cc3ccccc3)CC2)S(C)(=O)=O)cc1 (stereo not drawn)	17	-3	20	4	65	17	0	-0.6	4.9	-11	21
COc1ccc(CNC(=O)C2CCN(S(=O)(=O)c3cccc(C(F)(F)F)c3)CC2)cc1	0	-7	7	10	6	5	.	1.0	0.1	-1	5
Cc1ccc(SCc2cc(=O)[nH]c(N3CCN(Cc4ccc5c(c4)OCO5)CC3)n2)cc1	2	14	24	4	-12	16	0	1.3	-0.1	-12	2
Cn1cc(Br)c(C(=O)Nc2nccs2)n1	-16	-51	-82	17	-34	-3	-1	-1.3	-0.2	-12	-9
Cn1c(=O)c2cc(NC(=S)NCc3ccccc3F)ccc2n1Cc1ccccc1	30	0	-22	-8	-8	.	.	-3.3	0.0	-2	16
CC(=O)c1ccc(-n2nnnc2SCC(=O)NNC(=O)c2ccco2)cc1	1	2	5	-8	13	-6	-1	-0.1	-0.2	4	-13
COc1ccc(N(C)S(=O)(=O)c2ccc3c(c2)CCN3C(=O)C2CC2)c(OC)c1	20	1	1	-1	6	-2	0	-0.6	-0.6	-13	14
O=C(NCCCc1nc2ccccc2[nH]1)c1cccs1	-26	-1	5	5	2	-2	6	1.7	0.0	-4	6
Cc1nc(N2CCOCC2)c2oc3ccccc3c2n1	-7	17	2	-9	18	9	1	3.7	-0.3	-4	13
Cc1ccc(NC(=O)c2ccc(Cl)cc2[N+](=O)[O-])nc1	-80	-36	-50	-15	-14	10	0	-0.3	-0.2	23	3
CN1CCN(C(=O)C2C3C=CC(C3)C2C(=O)O)CC1 (stereo not drawn)	-33	10	23	1	-11	0	0	4.7	-0.2	1	-10
O=c1cc(CSc2nnnn2-c2ccccc2)nc(Nc2ccc(F)cc2)[nH]1	-5	38	24	-3	-2	8	0	0.6	0.0	13	-2
O=C1/C(=N\S(=O)(=O)c2cccs2)C([n+]2ccccc2)=C([O-])c2ccccc21	24	35	44*	0	-13	104*	-6	-0.8	0.4	68*	27
CSc1ccccc1OCc1cc(C(=O)N2CCN3CCCC3C2)no1 (stereo not drawn)	-43	-43	-69	19	-38	-25	1	0.0	0.1	-18	-18
COCCN(Cc1ccccc1)P(=O)(O)c1ccccc1OCC(=O)O	12	16	6	5	4	-20	0	-2.1	0.2	-16	4
CN(Cc1ccccc1F)C(=O)CN1c2cccc3cccc(c23)S1(=O)=O	-5	-8	6	9	-2	-6	2	-0.1	-0.1	-12	2
Cc1cccc(N(C2C=CS(=O)(=O)C2)S(=O)(=O)c2ccccc2)c1 (stereo not drawn)	2	-3	6	-1	0	6	2	2.7	-0.2	3	-12
Fc1ccccc1C1CCN(Cc2nc(CC3CC3)no2)C1 (stereo not drawn)	-102	-173	-160	13	-29	-42	2	-0.8	-0.2	-22	-25
O=C(c1ccccc1)c1nn(-c2cccc(Cl)c2)c2nc(-c3ccccc3)cc(=O)n12	-3	0	13	-1	6	9	-2	13	-0.1	18	-24
CCc1ccc(O)c(N=Cc2ccccc2O)c1	-28	-15	-106	4	-2	13	5	-1.3	0.2	-18	35
Cc1ccc(-n2nc3c(=O)n(CC(=O)NCc4ccccc4)nc(C)c3c2C)cc1	10	17	4	5	17	18	1	-0.2	0.2	-3	-3
O=c1cc(C(F)(F)F)[nH]c2ccccc12	-1	1	15	-16	5	-3	1	-0.8	0.0	-4	17
COCC(=O)Nc1nnc(C2CCCCC2)s1	-22	-47	-118	7	-29	-18	1	-1.4	0.0	6	-8
COc1ccc(-c2nc(CS(=O)CC(=O)NCCN3CCCCC3C)c(C)o2)cc1OC (stereo not drawn)	-10	2	2	5	-14	-4	1	-0.2	-0.3	13	-5
N/C(=N\NS(=O)(=O)c1cc(C(F)(F)F)cc(C(F)(F)F)c1)c1ccccn1	23	8	15	-4	-3	-3	-1	0.0	0.1	-5	6
COc1ccc(N(C(=O)CNC(=O)c2cccs2)C(C(=O)NCC2CCCO2)c2ccccc2)c(OC)c1 (stereo not drawn)	-11	6	7	-5	5	12	5	-0.6	-0.1	-21	6
Cc1ccc(N=Nc2c(C)[nH][nH]c2=O)c(C)c1	-129	-100	-222	-4	-65	4	-9	-2.4	-0.5	5	-2

Hits appear at their usual frequency, and some 4.4% of all compounds hit somewhere here.
